Pemphigus Ab inh: blocks pemphigus antibody binding to human desmoglein-3; DSG3-coupled beads, scFv-anti-DSG3-GFP binding, flow cytometry; hits give low values; binding (percent of control), % at 10 µM; actives 0.48% (n = 310,000); AID 588358;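 active = binding more than 3 SD below its plate's average and above zero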;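 also: hits lower antibody fragment binding to DSG3; some compounds called inactive have numbers as strong as hits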
Keap1 Nrf2 FP: disrupts human Keap1 binding to Nrf2 peptide; inhibition, % at 9.4 µM; Keap1 Kelch-Nrf2 peptide fluorescence polarization, 1536-well; actives 0.15% (n = 340,000); Q14145; AID 504523; in the data active = inhibition above about 12%;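 also: human Keap1 Kelch domain with fluorescein labeled Nrf2 9mer peptide probe; 0% = neutral control wells and 100% = peptide positive control; higher means more block of Keap1 binding to Nrf2 peptide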
Cardiac RTF inh: cardiac RTF calcium desensitization; actives 0.12% (n = 340,000); IANBD-labeled cardiac RTF, Ca2+ fluorescence; P19429+P45379; AID 493244; inhibition, % at 7.15 µM;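 active = inhibition above the mean inhibition of all tested compounds plus 3 SD, cut at about 17% in these data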;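 also: assay run at fixed EC70 calcium of 1.6 mM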
LANA DNA inh: inhibitors of KSHV LANA C-terminal domain DNA binding | MBP-C-LANA/FAM-LBS DNA binding, fluorescence polarization | actives 0.078% (n = 340,000) | inhibition, % at 9 µM;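 active = highest replicate inhibition at or above 60% at 9 µM, even if other replicates fall short; inactive = all replicates below 60% inhibition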;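 also: 0% = neutral control wells and 100% = 4 µM acridine orange control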
CAL PDZ FP-1: blocks peptide binding to the human CAL PDZ domain; inhibition, % at 24.9 µM; purified CAL PDZ, TMR-peptide fluorescence polarization, 1 h; AID 602252; actives 0.92% (n = 300,000);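 active = mean inhibition of at least 30% with at least half of replicates also reaching 30%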;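 also: 0% = DMSO neutral control and 100% = excess unlabeled competitor peptide PRC23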
Arr AP2 block: inhibitors of human beta-arrestin and AP2 interaction. FITC-arrestin peptide / GST-AP2 beads, flow cytometry; AP2 beta2 appendage carries R879A mutation. inhibition, % at 10 µM. actives 0.31% (n = 340,000). AID 504490;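 active = inhibition above a set limit, near 3 SD of compounds lacking own fluorescence, cut at about 54% in these data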;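 also: plate controls were DMSO wells for no effect and 5 µM unlabelled arrestin peptide for full effect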
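Measured by: flow cytometry, FL1 (488/535 nm); Material: AP2 appendage R879A on GSH beads; Evaluation: percent response; Timing: pre-incubation 12 min, peptide binding 1 h, room temperature; Also added: 50 nM FITC-arrestin peptide; Medium: PBS with 0.05% Tween 20 and 0.1% BSA.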
CAL PDZ FP-2: inhibitors of human CAL PDZ peptide binding. AID 504414. inhibition, % at 20 µM. purified CAL PDZ, TMR-peptide fluorescence polarization, 1 h. Q9HD26. actives 0.02% (n = 330,000);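 active = highest replicate inhibition of at least 40%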;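 also: plate controls were DMSO neutral control wells for no effect and unlabeled competitor peptide control wells for full effect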
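material = purified tagged CAL PDZ domain construct (CerCALP) | buffer or medium = sodium phosphate/NaCl buffer pH 7.4 with TCEP, IgG, Thesit | reagent = TMR-labelled reporter peptide T*-PRC34 bound in PDZ groove | incubation = 1 h room-temperature incubation prior to read | measured by = fluorescence polarization (mP) | evaluation = percent inhibition from loss of millipolarization | control set = unlabelled peptide and DMSO controls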
V-ATPase pHluor: regulators of yeast V-ATPase proton transport | AID 504577 | response, % at 10 µM | S. cerevisiae, pHLuorin cytosolic pH fluorescence | actives 0.37% (n = 350,000); in the data active = response mostly above about 7.3%, no sharp cut-off; inactive = mostly below about 5.4%; also: actives read high; inactives centre near 0; some compounds called inactive have numbers as strong as hits
NSD2 HMT inh: inhibitors of human histone methyltransferase NSD2 | O96028 | NSD2 peptide methylation, AlphaScreen, 120 min | inhibition, % at 12.5 µM | actives 0.54% (n = 310,000) | AID 743445; in the data active = inhibition above about 50%
DAGLB inhibitor: diacylglycerol lipase beta (human) inhibition. Q8NCG7. HEK293T DAGLB membrane lysate, EnzChek fluorogenic substrate. inhibition, % at 5.17 µM. actives 0.059% (n = 340,000). AID 504411; in the data active = inhibition above about 34%;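 also: 0% = enzyme with vehicle and 100% = wells lacking enzyme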
Target sequence (Q8NCG7 whole entry, looked up): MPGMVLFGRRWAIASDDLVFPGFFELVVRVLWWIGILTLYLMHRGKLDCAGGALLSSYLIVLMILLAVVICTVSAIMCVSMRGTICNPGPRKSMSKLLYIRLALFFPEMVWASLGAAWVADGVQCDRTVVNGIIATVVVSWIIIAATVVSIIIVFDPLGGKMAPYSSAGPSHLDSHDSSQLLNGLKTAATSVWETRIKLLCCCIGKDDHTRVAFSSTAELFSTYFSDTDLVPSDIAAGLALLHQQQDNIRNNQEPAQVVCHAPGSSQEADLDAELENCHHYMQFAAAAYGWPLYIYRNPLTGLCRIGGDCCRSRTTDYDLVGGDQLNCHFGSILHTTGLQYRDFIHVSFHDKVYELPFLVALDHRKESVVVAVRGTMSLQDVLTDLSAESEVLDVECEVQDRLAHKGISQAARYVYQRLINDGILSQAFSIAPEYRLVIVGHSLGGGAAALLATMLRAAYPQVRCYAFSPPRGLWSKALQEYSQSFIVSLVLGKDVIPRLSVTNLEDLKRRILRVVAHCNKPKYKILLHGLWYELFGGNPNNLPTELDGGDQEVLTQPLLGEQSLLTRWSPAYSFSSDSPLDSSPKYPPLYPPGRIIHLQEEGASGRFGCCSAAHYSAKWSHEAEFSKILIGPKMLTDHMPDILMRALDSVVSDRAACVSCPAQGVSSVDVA
* marks the source's active call; other numbers are inactive results; / = no result given. An excerpt; rates above refer to the full screens.

SMILES	Pemphigus Ab inh	Keap1 Nrf2 FP	Cardiac RTF inh	LANA DNA inh	CAL PDZ FP-1	Arr AP2 block	CAL PDZ FP-2	V-ATPase pHluor	NSD2 HMT inh	DAGLB inhibitor
O=C(Nc1ccc2c(c1)OCO2)C1CC(=O)N(CCc2ccccc2)C1 (centres undefined)	93.8	1.8	-6.3	-5.3	1.2	-14.0	2.7	-1.7	-1.2	0.1
Cc1cc(C)n2nc(SCC(=O)Nc3ccc(F)cc3[N+](=O)[O-])nc2n1	/	-5.3	-2.3	-1.2	2.3	-3.0	0.3	1.9	-1.5	-0.2
CCOc1cc(-c2cc(-c3ccc(N)cc3)nc(N)c2C#N)ccc1O	106.1	-10.3	-3.0	-2.1	1.5	-3.5	2.1	-4.1	-3.1	3.0
O=C(c1ccco1)N1CCN(c2nc3ccccc3n3nnnc23)CC1	/	0.2	-9.1	2.3	/	-3.6	-0.8	14.8	/	-2.1
CCC(C)NS(=O)(=O)c1ccc(S(=O)(=O)N2CCCC3(CCCCC3)C2)cc1 (centres undefined)	106.3	1.1	1.6	0.8	-2.0	10.5	-0.9	-2.9	-1.4	-6.6
CC(=O)Nc1ccc(S(=O)(=O)NCC(=O)OCC(=O)N2CCN(c3ccccc3)CC2)cc1	88.7	0.1	-4.1	-1.4	2.8	5.0	-3.1	3.4	-4.2	-5.7
Cc1ccc(NS(=O)(=O)c2cc([N+](=O)[O-])ccc2NNC(=S)Nc2cc(C)ccc2C)c(C)c1	103.4	-9.5	2.2	-0.8	/	-2.0	-0.3	6.4	7.8	33.1
O=C(CSc1nnnn1-c1ccc(C(=O)O)cc1)NC1CC1	112.4	-0.9	-3.7	0.7	-2.9	22.4	0.3	3.4	/	-0.2
CC(CCc1ccccc1)NC(=O)Cc1ccc([N+](=O)[O-])cc1 (centres undefined)	105.9	-1.2	2.1	0.9	-3.2	4.5	-0.4	-1.1	-0.3	-0.2
CCc1nc2ccc(C(=O)N3CCN(c4cccc(Cl)c4)CC3)cc2nc1CC	94.7	3.6	-4.1	-0.3	-2.4	0.0	-2.5	-1.0	1.7	-15.2
COc1ccc(CCNC(=O)CSc2nnc(Cc3csc(N)n3)n2C)cc1OC	/	-0.8	-5.2	1.8	-0.6	3.3	0.3	-3.6	0.9	-1.0
Cc1nc(NCc2ccccc2)c2cc[nH]c2n1	89.3	-3.2	-9.4	-0.4	/	6.2	-4.1	5.3	1.6	-0.5
COc1ccc(/C(C#N)=C/c2c(-c3ccc(Cl)cc3)nc3c(C)cccn23)cc1	105.0	-6.1	-2.8	-0.3	0.8	-8.1	-2.5	-2.7	1.3	-0.5
COc1ccc(Cl)cc1NC(=O)CCc1nnc2ccc(N3CCN(C)CC3)nn12	100.7	-1.5	-1.5	-0.2	-1.4	11.5	-1.2	4.1	1.0	0.5
CN(CC(=O)Nc1cccc2ccccc12)c1ccc(S(=O)(=O)N2CCOCC2)cn1	100.0	-4.6	1.6	-2.3	-3.3	2.2	-2.0	4.5	-1.3	-2.5

Record cards, as listed above. Order of screens: Pemphigus Ab inh, Keap1 Nrf2 FP, Cardiac RTF inh, LANA DNA inh, CAL PDZ FP-1, Arr AP2 block, CAL PDZ FP-2, V-ATPase pHluor, NSD2 HMT inh, DAGLB inhibitor
COc1ccc(CCNC(=O)CSc2nnc(Cc3csc(N)n3)n2C)cc1OC in the list: /, -0.8, -5.2, 1.8, -0.6, 3.3, 0.3, -3.6, 0.9, -1.0
CCOc1cc(-c2cc(-c3ccc(N)cc3)nc(N)c2C#N)ccc1O in the list: 106.1, -10.3, -3.0, -2.1, 1.5, -3.5, 2.1, -4.1, -3.1, 3.0

Next entries follow.
SMILES	Pemphigus Ab inh	Keap1 Nrf2 FP	Cardiac RTF inh	LANA DNA inh	CAL PDZ FP-1	Arr AP2 block	CAL PDZ FP-2	V-ATPase pHluor	NSD2 HMT inh	DAGLB inhibitor
Cc1ccc(S(=O)(=O)N2CCC(C(=O)Nc3nnc(-c4ccc(F)cc4)s3)CC2)cc1	124.5	-2.0	-10.2	-1.4	-2.4	4.8	-2.7	-2.7	-1.3	2.6
Cc1ccc(NC(=S)NC(=O)c2ccc(-c3ccccc3)cc2)cc1	103.0	6.6	-3.5	0.0	-4.8	-6.3	-0.9	-5.3	-0.1	-8.2
O=C(NNC(=O)c1ccc([N+](=O)[O-])cc1)c1ccc(F)cc1	119.8	-6.6	1.1	-2.1	-3.4	-3.9	-1.7	5.0	-1.5	1.0
C=CCOc1ccc(C=NNc2ccc(S(=O)(=O)Nc3ccccc3C(=O)O)cc2[N+](=O)[O-])cc1OC	63.1	12.8*	-0.3	14.1	-3.3	19.7	0.0	-3.4	4.1	10.3
CCCS(=O)(=O)N1CCN(C(=O)COc2ccc(OC)cc2)CC1	102.2	4.7	-3.7	1.8	4.3	-6.9	-0.9	0.3	-1.7	1.6
O=C(NC(=O)N1CCN(c2ccccc2F)CC1)c1ccccc1	110.1	-3.9	2.1	-0.4	-1.0	24.9	0.6	-1.4	-1.7	-2.5
CCOC(=O)c1c(-c2ccc(-c3ccccc3)cc2)csc1NC(=O)CCC(=O)O	103.6	-2.8	4.7	1.3	39.2*	-3.3	/	-1.3	2.4	4.1
CCC(C#CCN1CCCCC1)(CC)OCCC#N	106.0	-5.6	-2.4	0.7	-2.3	-3.4	-1.4	/	-2.9	0.2
Cc1cc(C(F)F)n2nc(C(=O)Nc3ccc(S(=O)(=O)N4CCCCCC4)cc3)nc2n1	97.5	-0.9	0.7	0.5	-7.8	6.0	-0.6	0.0	-1.2	-0.6
O=C1COc2ccc(C(=O)COc3ccc([N+](=O)[O-])cc3)cc2N1	98.5	-9.0	-1.3	-0.5	-4.1	-5.8	-2.1	-0.7	-2.4	-1.8
COc1cc2c3nnc(-c4ccc(F)cc4)c-3cn(Cc3ccccc3F)c2cc1OC	81.8	17.4*	0.3	32.0	3.1	-306.1	-0.6	2.9	-2.4	3.9
COc1ccc(-c2c(NC(=O)CC(C)C)n(C)c3ccccc3c2=O)cc1OC	102.4	2.7	-6.9	0.6	1.8	32.8	0.6	0.1	1.4	-4.0
Cc1[nH]nc(SCC(=O)N2CCC(C)CC2)c1[N+](=O)[O-]	83.9	2.2	-8.0	-2.1	-3.9	11.0	-0.5	1.6	2.6	-0.7
CN1CCN(C(=O)C2C3C=CC(C3)C2C(=O)O)CC1 (centres undefined)	104.2	1.3	-11.4	-0.5	1.5	31.1	-0.3	2.3	1.0	0.4
COCCn1c(SCC(=O)N2CCC(C)CC2)nc2c([nH]c3ccccc32)c1=O	106.0	-0.5	-3.7	-1.0	15.1	-10.3	0.1	3.5	10.0	3.9
O=[N+]([O-])/C(=C\Nc1ccc(F)cc1F)S(=O)(=O)c1ccccc1	102.6	-3.8	-3.3	-1.2	0.4	-1.6	-0.2	1.1	14.8	2.1
COc1ccc(Nc2oc(-c3cccs3)nc2C#N)cc1	107.9	5.0	-6.2	-1.7	-0.9	-0.7	0.8	0.0	1.7	1.5
COC(=O)c1ccc(NCN2C(=O)C3C4CCC(C4)C3C2=O)cc1 (centres undefined)	84.4	4.2	3.0	1.7	0.2	-6.0	-1.6	0.8	-2.2	1.8
Cc1ccc(S(=O)(=O)NCCC(=O)Nc2ccc(C)cc2C(=O)c2ccccc2)cc1	100.4	-5.9	2.3	-0.8	/	31.2	-0.3	1.2	0.8	-3.1
COCCn1c(SCC(=O)Nc2cc(C)on2)nnc1-c1ccco1	76.0	-1.0	-9.1	-0.8	2.9	5.7	-1.9	0.1	0.0	0.3
COc1ccc2nc(SCC(=O)O)nc(C)c2c1	101.9	-4.1	-7.1	0.3	-2.4	7.3	-4.0	-2.4	-5.8	0.6
O=C(NCc1ccc2c(c1)OCO2)C1CC(=O)N(C2CCCCCC2)C1 (centres undefined)	95.5	-0.4	-1.9	-0.5	-1.1	7.5	-0.7	-1.3	-0.1	-2.8
O=C(CC1SC(N2CCCC2)=NC1=O)Nc1ccc(C(=O)NCCc2ccc(F)cc2)cc1 (centres undefined)	111.0	-1.3	8.4	0.0	3.4	-6.2	-1.5	0.7	1.1	3.1
Cc1ccc(S(=O)(=O)n2cc(-c3ccccc3)c3ccccc32)cc1	107.4	1.7	-4.3	-0.3	0.2	-6.2	-0.3	-2.2	/	-17.2
COc1ccc(-c2noc(CN3C(=O)c4ccccc4C3=O)n2)cc1	/	1.1	-2.0	-0.8	-3.5	-8.3	-5.3	0.4	0.9	-1.8
O=[N+]([O-])c1ccc(OCCCCCN2CCOCC2)cc1	96.0	-3.3	-0.7	-0.1	/	-2.7	-0.7	-2.1	0.9	-2.5
Cc1ccc(-c2cn(CCN)c(-c3ccncc3)n2)cc1	100.7	-1.8	-4.1	-4.4	-2.8	50.4	-0.4	4.3	/	-3.3
Cn1c(SCc2nc3ccccc3c(=O)[nH]2)nc2ccccc21	108.1	-3.5	-6.0	1.6	-0.9	-18.9	-0.4	-0.1	-3.1	-1.0
Cc1ccc(Cn2ccc(NC(=O)c3cc(-c4ccco4)on3)n2)cc1	135.4	-5.0	-3.1	-0.5	-3.8	-8.5	-3.6	-1.5	-1.5	5.7
CN(CC(=O)Nc1ccc(F)cc1)c1ccc(S(=O)(=O)N2CCCCC2)cc1[N+](=O)[O-]	98.1	-2.3	3.3	0.0	-3.6	-2.8	-0.1	-2.2	0.2	1.9
Cc1ccc2c(Cl)c(C(=O)NCc3cccnc3)sc2c1	107.7	-3.4	-5.8	0.3	-3.0	1.0	-1.8	-0.6	1.8	-1.1
Cc1sc(NC(=O)C2CSC3(C)CCC(=O)N23)nc1-c1ccc(F)cc1 (centres undefined)	100.0	-1.6	5.1	1.2	-0.9	23.4	-2.1	-3.5	2.4	-5.4
Cc1cccc(NC(=O)CN2C(=O)CNC2=O)c1	99.7	2.4	-8.6	1.0	-0.7	26.6	-2.8	1.2	-1.5	-0.6
Cc1cccc(C(=O)NCC(=O)N2CCCCCCC2)c1	/	2.7	2.6	1.2	1.7	12.2	0.2	-4.5	0.3	-2.5
CC(=O)Nc1ccc(S(=O)(=O)NCc2nnnn2-c2ccc(F)cc2)cc1	100.1	-8.3	-8.3	1.3	-1.9	-8.2	-1.0	2.0	-0.6	3.7
O=C(CSc1cn[nH]n1)Nc1cccc(C(=O)O)c1	105.8	3.0	4.2	-1.4	-3.4	15.0	0.4	-2.9	8.1	1.5
O=C1CCc2cc(NS(=O)(=O)c3ccc([N+](=O)[O-])cc3)cc3c2N1CCC3	104.2	0.5	2.4	1.3	13.4	-1.1	-0.9	-1.1	-3.5	2.8
COc1ccc(C(=O)NCC(C)(C)N2CCOCC2)cc1S(=O)(=O)N1CCCC1	107.8	1.0	-3.8	0.1	-3.2	-0.1	0.4	2.0	1.7	1.1
O=C(c1ccccc1/S(=N/S(=O)(=O)c1ccccc1)N1CCOCC1)N1CCOCC1 (centres undefined)	/	0.4	1.3	5.4	-5.3	8.4	-1.0	4.0	-8.1	-3.5
